# From PubChem BioAssay
# Pf gamet viab – P. falciparum stage V gametocyte viability inhibition | AID 743093 | inhibition, % at 10.9 µM | actives 0.065% (n = 150,000) | P. falciparum stage V gametocytes, ATP luminescence, 24 h;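 active = inhibition above the mean plus 3 SD of compounds within the control limits, set per campaign, cut at about 38% in these data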;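 note: 0% = DMSO wells and 100% = medium only without gametocytes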
# The depositor's hits bear a star. These rows are one share of the data, so the mix of outcomes need not match the whole.
SMILES | Pf gamet viab
COc1ccc(NC(=O)CN2CCN(c3ccc(C)cc3C)CC2)cc1 | -1.0
CN(C)N(Cc1ccccc1)C(=O)C(O)(c1ccccc1)c1ccccc1 | -10.7
CC1(C)CCc2cc(S(=O)(=O)N3CCN(S(=O)(=O)c4c(F)cccc4F)CC3)ccc2O1 | 29.1
CCOC(=O)C1=CC[C@@H](c2ccccc2Cl)N(S(=O)(=O)c2ccc(C)cc2)[C@H]1C(=O)OCC | -16.6
CCc1cccc(C)c1NS(=O)(=O)Cc1ccccc1 | 6.7
CCOc1cccc(C(=O)N2CCCN(C)CC2)c1 | -15.1
COc1cc(C)c(S(=O)(=O)NOCc2ccc([N+](=O)[O-])cc2)c(C)c1C | 7.0
COc1ccc(S(=O)(=O)n2c([N+](=O)[O-])cnc2C)c(C)c1C | -7.7
CN(C(=O)c1cccc(NC(=O)Cc2cccc([N+](=O)[O-])c2)c1)C1CCCC1 | -27.5
Cn1c(=O)c2c(nc(NCCCN3CCOCC3)n2Cc2ccc(Cl)cc2)n(C)c1=O | -4.4
CN(Cc1ccccc1)C(=O)c1[nH]cnc1C(=O)Nc1ccon1 | 5.7
CS(=O)(=O)c1ccc2nc(NC(=O)c3ccccc3)sc2c1 | 18.3
CN(C(=O)c1cccc(NC(=O)Cc2cccc([N+](=O)[O-])c2)c1)C1CCCCC1 | -5.2
COc1ccc(NC(=O)CCCC(=O)NCCc2ccc(OC)c(OC)c2)cc1 | -9.1
COc1cc(CNn2c(C)n[nH]c2=S)cc(Br)c1OCC(=O)NC(C)(C)C | 11.8
COc1cc(OC)cc(C(=O)N2CCC(C(=O)c3ccc(F)cc3)CC2)c1 | -1.6
COc1ccc(OC)c(S(=O)(=O)NCc2ccccn2)c1 | -17.2
O=C1[C@H]2[C@@H](C3CC3)N3C(=O)CN(CC4CC4)C(=O)[C@@]3(Cc3ccccc3)[C@H]2C(=O)N1c1ccccc1 | 0.6
COc1ccc2ccccc2c1CNCc1ccc(C)cc1 | 10.3
O=C(Cc1ccc2ccccc2c1)Nc1ccccc1Br | 3.4

# Looked up above.
# COc1cc(OC)cc(C(=O)N2CCC(C(=O)c3ccc(F)cc3)CC2)c1 @ Pf gamet viab = -1.6
# COc1cc(C)c(S(=O)(=O)NOCc2ccc([N+](=O)[O-])cc2)c(C)c1C @ Pf gamet viab = 7.0

# New compounds follow
SMILES | Pf gamet viab
CCOC(=O)[C@H]1[C@H]2COc3ccc(Br)cc3[C@@H]2N2C(=O)CN(CC3CCCO3)C(=O)[C@@]12C (some centres undefined) | 14.7
Cc1ccc2c(c1)/C(=N/OS(=O)(=O)c1ccccc1)CCS2 | 5.1
O=C(Nc1ccc(-n2cc(Cl)cn2)cc1)c1ccncc1 | -9.8
C/C=C/C1=CC(=O)C[C@H](c2ccc(F)cc2)C1 | 12.5
CN(Cc1ccccc1)C(=O)c1nc[nH]c1C(=O)N(C)Cc1ccccc1 | -7.9
N#CC(c1ccccc1)c1cnccn1 (centres undefined) | 4.2
Cc1cc(C)c[n+](CC(=O)c2ccc(C)c([N+](=O)[O-])c2)c1 | -22.7
O=C(Nc1ccc(Nc2ccccc2)cc1)c1ccccc1F | -9.6
CCCCCCSc1ccc([C@@H]2[C@H]3C(=O)N(C)C(=O)[C@H]3[C@]3(C(=O)OC)CCCCN23)cc1 | 7.8
COC(=O)COc1c(/C=C\c2nc(O)c([N+](=O)[O-])c(=O)[nH]2)cccc1OC | 9.8
COc1ccccc1N1CCN(CCCCOc2ccc(C)cc2C)CC1 | -6.0
COc1cc(CN2CCSCC2)c([N+](=O)[O-])cc1OC | -14.4
CC(C)(C)OC(=O)C[C@@H]1C/C=C\C[C@@H](CC(=O)N(CCO)Cc2ccccc2)C(=O)N[C@@H](c2ccccc2)COC1=O | 1.5
CCC(C)[C@H]1COCCS(=O)(=O)N1Cc1ccccc1F (some centres undefined) | 3.9
COc1cc(/C=C2/N=C(c3ccccc3)OC2=O)c(F)cc1OCc1ccccc1 | 9.3
CCn1cc(CN2CCN(C)C(CCO)C2)c2ccccc21 (centres undefined) | 1.5
CCN1C(=O)[C@@H]2[C@@H](c3ccc(-c4ccc(Cl)c(Cl)c4)cc3)N3CCC[C@@]3(C(=O)OC)[C@@H]2C1=O | 16.8
CCOc1ccc(/C=C/C(=O)N2CCOCC2)cc1OC | -1.2
Cn1c(=O)c2c(nc(SCc3ccccc3F)n2C)n(C)c1=O | 19.6
COc1cc2ccccc2cc1C(=O)Nc1ccc(N2CCN(C)CC2)cc1 | -17.6
COC(=O)c1sccc1NC(=O)c1ccccc1Br | 9.3
O=C(CCCCC(=O)Nc1ccc(F)cc1F)Nc1ccc(F)cc1F | -23.1
CCc1nnc(NS(=O)(=O)c2ccc(NC(=O)Nc3ccc(OC)cc3)cc2)s1 | 10.9
C[C@@H]1CN([C@@H](C)CO)C(=O)c2cccc(NS(C)(=O)=O)c2O[C@H]1CN(C)Cc1ccc(C(=O)O)cc1 | -32.4
Cc1ccc(SC[C@H](C)CN2CC[C@H](C)CCC2=O)cc1 | -19.0
COc1cc(OC)cc(-c2cc3ccc(OC)cc3cn2)c1 | 3.7
COc1ccc(CN2Cc3cccc4c3[C@@H](CC2=O)[C@H](O)[C@H](O)C4)cc1 | -18.7
CN(C)CCCNc1nc(-c2ccc(Cl)cc2)nc2ccccc12 | 2.9
Cc1ccc(-c2n[nH]c(=O)c3ccccc23)cc1S(=O)(=O)N(C)C | -5.0
CC1CCN(C(=O)c2nc[nH]c2C(=O)N2CCC(C)CC2)CC1 | 8.9
CCN1C(=O)[C@H]2[C@@H](c3ccc(-c4cccc(Cl)c4)c(OC)c3)N[C@@](CC(C)C)(C(=O)OC)[C@H]2C1=O | 9.4
CCc1nnc(NS(=O)(=O)c2ccccc2)s1 | 14.8
COc1ccc2oc(=O)cc(CN(C)Cc3ccccc3)c2c1 | 6.2
COc1cccc(N/C=C/C(=O)c2ccc(C)cc2)c1 | -19.7
COC(=O)[C@@]12CCCCN1[C@H](c1ccc(-c3cccc(Cl)c3)c(OC)c1)[C@@H]1C(=O)N(C)C(=O)[C@@H]12 | 23.1
Cc1ccc(NC(=O)CN2C(=O)NC(Cc3ccccc3)C2=O)cc1 (centres undefined) | -2.4
CC(C)c1nc2oc3c(N4CCNCC4)ncnc3c2c2c1CCC2 | 5.1
O=C1[C@H](Cc2ccccc2)NCCCC[C@H](c2ccc(Cl)cc2)N1Cc1ccc(Cl)cc1 | 18.2
CN1CCN(c2nc3c(c(=O)[nH]c(=O)n3C)n2Cc2cccc(Br)c2)CC1 | 3.1
CC1(C)CC(=O)C(=Cc2cn(-c3ccccc3)nc2-c2ccccc2)C(=O)C1 | 6.7

# In the list so far, these contain a nitro group on carbon:
SMILES | Pf gamet viab
COc1cc(C)c(S(=O)(=O)NOCc2ccc([N+](=O)[O-])cc2)c(C)c1C | 7.0
COc1ccc(S(=O)(=O)n2c([N+](=O)[O-])cnc2C)c(C)c1C | -7.7
CN(C(=O)c1cccc(NC(=O)Cc2cccc([N+](=O)[O-])c2)c1)C1CCCC1 | -27.5
CN(C(=O)c1cccc(NC(=O)Cc2cccc([N+](=O)[O-])c2)c1)C1CCCCC1 | -5.2
Cc1cc(C)c[n+](CC(=O)c2ccc(C)c([N+](=O)[O-])c2)c1 | -22.7
COC(=O)COc1c(/C=C\c2nc(O)c([N+](=O)[O-])c(=O)[nH]2)cccc1OC | 9.8
COc1cc(CN2CCSCC2)c([N+](=O)[O-])cc1OC | -14.4

# Other entries.
SMILES | Pf gamet viab
O=C1N[C@H](Cc2ccccc2)COC(=O)[C@H](Cc2ccc(F)cc2)C/C=C\C[C@@H]1CC(=O)N(CCO)Cc1ccccc1 | -26.4
C=CC(=O)Nc1cccc(Oc2ncnc3[nH]cc(-c4cnc5ccccc5c4)c23)c1 | -12.4
COc1cc(C(=O)NCc2ccc3c(c2)OCO3)c([N+](=O)[O-])cc1OC | -9.9
CCCNC(=O)C(CC)NC(=O)c1ccc(C#N)cc1 (centres undefined) | 5.1
O=C(NC(=S)Nc1ccccc1Cl)c1cncc(Br)c1 | -5.9
CC(C)(C)C(CCl)C(=O)NN=C(c1ccccc1)c1ccccc1 (centres undefined) | 5.7
CCN1C(=O)[C@H]2[C@@H](c3ccc(C)cc3)N3C(=O)N(c4cccc(F)c4)C(=O)[C@@]3(CC)[C@H]2C1=O | -11.0
C[C@H](NC(=O)OCc1ccccc1)C(=O)N[C@@H](Cc1c[nH]c2ccccc12)C(=O)O | 20.7
COC(=O)CCCNC(=O)c1ccc2nc(Cc3ccc(OC)cc3)oc2c1 | 1.6
COc1cc(OC)cc(C(=O)Nc2cccc(NC(=O)c3cc(OC)cc(OC)c3)n2)c1 | 4.5
CCc1ccc(CN2CCCC(CNC(=O)c3cccc(OC)c3OC)C2)cc1 (centres undefined) | 2.5
COc1ccc([C@H]2CC(=O)C=C(c3ccnc4ccc(Cl)cc34)C2)cc1 | -5.0
COc1ccccc1C1=CN(Cc2ccccc2)CCC1=O | 15.7
CN(Cc1ccccc1)c1ccc(C(CC(N)=O)NC(=O)c2ccccc2)cc1[N+](=O)[O-] (centres undefined) | -7.3
CCCNC(=O)c1ccc(N2CCC3(CC2)CC(c2cccc(Br)c2)=NO3)c(NC(=O)c2ccccc2)c1 | 9.5
O=C1C=C(c2cccc(Br)c2)C[C@@H](c2ccc(Cl)cc2)C1 | 2.6
COc1ccc([C@]2(C(C)C)ON(c3ccccc3C(F)(F)F)C2=O)cc1 | -18.5
COc1ccc(CNC(=O)c2cc3ccccc3o2)cc1OC | 11.3
COc1cc(/C=N/NC(=O)c2cccc3ccccc23)ccc1OCC(N)=O | 11.4
O=C(/C=C/c1ccc([N+](=O)[O-])cc1)N1CCN(Cc2ccccc2)CC1 | 1.1
CCOC(=O)Cc1csc(NC(=O)CCCc2ccccc2)n1 | 20.6
COC(=O)c1ccccc1C(=O)N(c1ccccc1)c1ccccc1 | -9.4
C=CCc1ccccc1OCC(O)CN1C(=O)c2ccccc2C1=O (centres undefined) | -30.5
O=c1oc2ccccc2c(O)c1Sc1ccc(Cl)cc1 | 9.9
Nc1ccc(C(=O)Nc2cccc3ncccc23)cc1 | -19.3
O=C(Nc1cccc2c1CCCC2)c1ccccc1Br | -7.3
COc1ccc(S(=O)(=O)Nc2ccc3c(c2)OCCO3)cc1OC | 8.6
C[C@@H](NC(=O)c1[nH]cnc1C(=O)Nc1ccc(Cl)cc1)c1ccccc1 | 21.9
C[C@H]1COC(=O)[C@H](CC(=O)OC(C)(C)C)C/C=C\C[C@@H](CC(=O)N(CCO)Cc2ccccc2)C(=O)N1 | 19.3
NCCCn1c(C(=O)c2ccc(Cl)cc2)c2ccc([N+](=O)[O-])cc2[n+]1[O-] | -11.4
Nc1c(C(=O)NCC2CCCO2)c2nc3ccccc3nc2n1/N=C/c1ccncc1 (centres undefined) | 3.9
NC(=O)CC(NC(=O)Cc1cccc2ccccc12)c1ccc(NC2CCCC2)c([N+](=O)[O-])c1 (centres undefined) | -1.1
Cn1c(=O)cc(Nc2ccccc2)[nH]c1=O | 15.9
Nc1cccc(-c2nc3ncccc3o2)c1 | 9.0
Cc1cccc[n+]1CC(=O)Nc1ccc([N+](=O)[O-])cc1 | -9.3
CCOc1ccc(N(C)Cc2cc(=O)oc3ccc(OC)cc23)cc1 | 5.8
CCOC(=O)N1CCN(CCC(=O)Nc2cc(C)ccc2C)CC1 | -8.1
Cc1cc(C)cc(C(=O)NC(CC(N)=O)c2ccc(NCC3CC3)c([N+](=O)[O-])c2)c1 (centres undefined) | -14.2
CC1CC(C)CN(CC(O)COC2CC(C)CC(C)(C)C2)C1 (centres undefined) | 15.0
O=C1c2ccccc2C(=O)N1CCCn1ccnc1 | -11.1
Cc1ccc(OCCOCCN2CCCC2)c(Br)c1 | 1.0
C#CCOCCOCCOCCNc1nc(N2CCN(C(=O)[C@H]([C@@H](C)CC)n3cc(CCC(=O)O)nn3)CC2)nc(N2CCN(C(=O)[C@H](CCCCN)n3cc(CCCC)nn3)CC2)n1 | -37.1
CC(C)c1cc(C(C)C)c(S(=O)(=O)N2CCNCC2)c(C(C)C)c1 | -6.7
CC(C)C[C@@H](COc1ccccc1)N1CCN(Cc2ccccc2)CCC1=O | -16.0
COc1ccc2c(c1)[C@H]1[C@H](CO2)[C@H](c2ccccc2)[C@]2(C)C(=O)Nc3ccc(F)cc3C(=O)N12 | 22.0
COc1ccc(C(=O)Nc2ccc(O)c3ccccc23)cc1OC | -1.5
CCN(CC)C(=O)c1nc[nH]c1C(=O)N1CCN(C(=O)OC(C)(C)C)CC1 | 13.1
CN(C)Cc1c(O)ccc2c(=O)c(-c3ccc(Cl)cc3)coc12 | 12.0
CCOC(=O)[C@@H]1[C@H]2COc3cc(OC)ccc3[C@H]2N2C(=O)N(c3ccc(C(F)(F)F)cc3)C(=O)[C@]12C | 25.8
O=C(NC1CCN(S(=O)(=O)c2ccc(F)cc2)CC1)c1cccc(F)c1 | 4.0
O=C(O)c1cncc(SCc2ccccc2)n1 | -3.0
COCCNC(=O)CN(C(=O)c1ccc(N2CCCC2)nc1)c1ccc(F)c(Cl)c1 | 4.0
COC(=O)[C@]1(C)N[C@H](c2ccc(-c3ccc(F)cc3)cc2)[C@@H]2C(=O)N(C)C(=O)[C@@H]21 | 21.3
O=C1NC(Cc2ccccc2)c2nc3ccc(F)cc3c(=O)n2-c2ccccc21 (centres undefined) | -20.7
CC1CCN(C(=O)c2[nH]cnc2C(=O)NC2CCN(C(=O)OC(C)(C)C)CC2)CC1 | 3.8
O=[N+]([O-])c1ccccc1CN1CCN(S(=O)(=O)c2ccccc2)CC1 | -3.7
Cc1cc(-c2nn3c(C)nnc3s2)ccc1NC(=O)C(C)(C)C | -32.2
O=C(Cc1cccc(F)c1)N1CCOCC1 | -10.5
O=C1C(c2ccccc2)=[N+]([O-])c2ccccc21 | 17.9
O=c1onc(-c2ccccc2)c2ccccc12 | -1.6
Oc1ccc(NCc2cccs2)cc1 | -4.6
C=CCN1c2ccccc2[C@]23C[C@@H](C(=O)OC)N(C(=O)OCC)C2=NC(C(=O)OC)=C(C(=O)OC)[C@H]13 | 7.4
C=C1C(O)C[C@@H](C(C)C)N(CC(C)C)S1(=O)=O (some centres undefined) | -2.0
